# Menin MLL FP TR – menin-MLL binding inhibition, Texas Red mutant peptide; actives 0.23% (n = 270,000); O00255; Potency, µM (titrated, usually from 61.6 µM), for inactives: top-dose FP activity change, negative = inhibition, actives largely listed as inhibitors; Menin + Texas Red MLL mutant peptide, fluorescence polarization; active = well fitted inhibition curve with a large enough effect in the polarisation, with a control signal flat, not every such curve was filed as active; inconclusive = small, poorly fitted or top-dose-only effect, or effect the other way, or a change in a side signal; inactive = no such curve, though single readings can be large or run the other way; the % refers to the polarisation; note: potency is the fitted concentration of half-maximal effect; % of control where 0% means no effect; many of its hits are not listed in these tables
# a7 integrin act – activates integrin-mediated alleviation for muscular dystrophy; alpha7betagal myoblasts, beta-gal FDG fluorescence, 48 h; Potency, µM (series often up to 38.3 µM), without a hit: top-dose activation, actives largely listed as activators; actives 0.064% (n = 350,000);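 note: potency is the fitted concentration of half-maximal effect; 100% = response of the positive control SU9516; nearly all actives have a fitted effect of over 60% in size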
#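 alpha7betagal+/- myoblasts (passage 13, 250/well) treated 48 h at 37C with compounds at 1:260 dilution of DMSO stock. Lysed, then beta-galactosidase activity read as FDG fluorescence (ex 480/em 540) after 30 min, with pre-read for autofluorescence.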
# MLL CXXC-DNA inh – blocks binding of human MLL CXXC domain to DNA | Q03164 | MLL-CXXC / FITC-HOXA9 DNA fluorescence polarization | Potency, µM (highest dose often 115 µM), for inactives: at the top dose activity change, negative = inhibition, hits mostly inhibitors | actives 0.037% (n = 290,000) | AID 2662; active = well fitted inhibition curve with a large enough effect in the polarisation, with a control signal flat, not every such curve was filed as active; inconclusive = small, poorly fitted or top-dose-only effect, or effect the other way, or a change in a side signal; inactive = no such curve, though single readings can be large or run the other way; the % refers to the polarisation; note: potency is the fitted concentration of half-maximal effect
#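 Steps: dispense CXXC domain solution (7 uM) → pin compounds or unlabeled HOX-A9 DNA control → 5 min ambient → add FLSN-HOX-A9 solution (50 nM) → spin → 30 min ambient → fluorescence polarization. Tris pH 7.5/NaCl/DTT/BSA buffer.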
# ASM inhibitor – human S-ASM enzyme inhibition | P17405 | placental ASM, HMU-PC fluorogenic substrate, 60 min | Potency, µM (doses to about 57.5 µM), inactives show at the top dose activity change, negative = inhibition, most hits filed as inhibitors | actives 0.006% (n = 340,000) | AID 504937; note: potency is the fitted concentration of half-maximal effect
#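 Fluorogenic HMU-PC substrate (9 uM final) is turned over by placental ASM in 60 min at 37 C after a 10 min compound preincubation. Reaction ended by alkaline stop (pH 10), with fluorescence read at 386/447 nm.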
# TSG101-PTAP inh – blocks PTAP/TSG101 interaction to inhibit HIV-1 budding. Potency, µM (top dose mostly 115 µM), without a hit: top-dose activity change, negative = inhibition, usual class: inhibitors. 340,000 tested, under 10 active. Fluorescence polarization, FITC-PTAP peptide / Tsg101 binding. AID 493005. Q99816; active = well fitted inhibition curve with a large enough effect in the main read-out, with a control signal flat, not every such curve was filed as active; inconclusive = small, poorly fitted or top-dose-only effect, or effect the other way, or a change in a side signal; inactive = no such curve, though single readings can be large or run the other way; note: potency is the fitted concentration of half-maximal effect; % of control where 0% means no effect
# Target sequence (Q99816 whole entry, looked up): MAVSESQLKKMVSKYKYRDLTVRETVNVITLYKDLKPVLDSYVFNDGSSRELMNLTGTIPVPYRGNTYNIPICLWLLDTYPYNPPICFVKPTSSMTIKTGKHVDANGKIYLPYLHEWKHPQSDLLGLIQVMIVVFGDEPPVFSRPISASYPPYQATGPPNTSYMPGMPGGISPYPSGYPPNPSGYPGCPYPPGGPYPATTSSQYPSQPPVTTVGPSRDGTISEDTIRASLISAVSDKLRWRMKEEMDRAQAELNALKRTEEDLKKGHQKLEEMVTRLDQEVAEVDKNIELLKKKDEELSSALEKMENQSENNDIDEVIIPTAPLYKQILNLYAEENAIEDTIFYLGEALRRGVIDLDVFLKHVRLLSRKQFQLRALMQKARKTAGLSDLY
#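 Fluorescence polarization binding of Tsg101 binding domain (10 uM final) to FITC-labeled PTAP peptide (50 nM final) in HEPES pH 7.5 buffer with NaCl, Tween 20, EDTA, TCEP. Compounds added before peptide; binding 20 min at RT.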
# MBNL1-CUG inh – MBNL1-poly(CUG) RNA binding inhibition. Q9NR56. TR-FRET MBNL1-His/biotin-(CUG)12 binding, 665/545 ratio. Potency, µM (series often up to 57.5 µM), for inactives: top-dose activity change, negative = inhibition, usual class: inhibitors. actives 0.036% (n = 280,000). AID 2675; active = well fitted inhibition curve with a large enough effect in the signal ratio, with a control signal flat, not every such curve was filed as active; inconclusive = small, poorly fitted or top-dose-only effect, or effect the other way, or a change in a side signal; inactive = no such curve, though single readings can be large or run the other way; the % refers to the signal ratio; note: potency is the fitted concentration of half-maximal effect; % is set by controls: 0 for no effect and ±100 for the full control effect
# Target sequence (Q9NR56 whole entry, looked up): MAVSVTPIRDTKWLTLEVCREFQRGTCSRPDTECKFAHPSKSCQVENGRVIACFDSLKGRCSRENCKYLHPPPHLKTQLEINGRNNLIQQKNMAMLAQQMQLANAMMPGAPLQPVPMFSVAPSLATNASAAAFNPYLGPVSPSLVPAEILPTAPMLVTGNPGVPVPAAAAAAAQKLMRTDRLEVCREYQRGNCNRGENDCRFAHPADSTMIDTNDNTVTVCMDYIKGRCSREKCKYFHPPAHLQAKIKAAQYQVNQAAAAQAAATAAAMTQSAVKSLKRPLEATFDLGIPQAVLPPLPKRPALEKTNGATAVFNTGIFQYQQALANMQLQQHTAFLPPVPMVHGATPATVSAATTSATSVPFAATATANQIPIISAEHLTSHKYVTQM
#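 MBNL1-His + Biotin-(CUG)12, cpd titration 92 nM–58 uM; Tb anti-His Ab 0.055 ng/ul, SA-XL665 5 nM (final); 60 min RT; ratiometric 665/545 nm, Ex 340 nm; normalized to buffer and full-complex controls.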
# TCR activator – activates T cell receptor signaling; primary human leukocytes, anti-CD3, IL-2 HTRF, 48 h; Potency, µM (doses to about 9.22 µM), for inactives: at the top dose activation of IL-2 secretion, actives largely listed as activators; 330,000 tested, under 10 active; note: % of control where 0% means no effect
#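 Readout: HTRF IL-2, Eu-cryptate/d2 antibody pair, 320nm excitation, 665nm emission. Stimulus: a-CD3 beads, no co-stimulation. Cells: primary human leukocytes. Exposure: 48 hr with compound.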
# AT treatment – candidate therapy for ataxia-telangiectasia | […] A-T fibroblasts, KAP-1 phosphorylation AlphaLISA; neocarzinostatin DNA damage 30 min before lysis | Potency, µM (series often up to 57.5 µM), for inactives: top-dose activation, hits mostly activators | actives 0.19% (n = 320,000) | AID 485349; note: potency is the fitted concentration of half-maximal effect; % of control where 0% means no effect; nearly all actives have a fitted effect of over 45% in size
#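 hTERT-immortalized A-T patient fibroblasts ([…]), 500 cells/well in OPTI-MEM, 1% FBS, got compounds for 60 min, then NCS for 30 min at 37C. Lysates were then assayed for phospho-KAP-1 by AlphaLISA (anti-pKAP1 donor, anti-KAP1 acceptor beads), 6 hr at 25C.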
# Mito fusion yeast – mitochondrial division inhibition or fusion activation; S. cerevisiae fusion-defective mutant growth rescue, CellTiterGlo 48 h; actives 0.23% (n = 320,000); Potency, µM (doses to about 46.1 µM), for inactives: top-dose growth rescue (activation), hits mostly activators;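 note: potency is the fitted concentration of half-maximal effect; % of control where 0% means no effect; nearly all actives have a fitted effect of over 45% in size; temperature-sensitive fusion mutants such as fzo1-1 at 37 °C on non-fermentable ethanol glycerol medium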
#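 Temperature-sensitive fusion-defective S. cerevisiae (e.g. fzo1-1, mgm1-5) were grown with compound in YPEG medium (3% ethanol, 3% glycerol) for 48 hours at 37C. Growth rescue was measured as viability by CellTiterGlo luminescence after 10 minutes at ambient.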
# TSHR antag – human thyrotropin receptor antagonism; TSHR-expressing cells, TSH-stimulated cAMP HTRF, 2 h; active compounds read low; activity change, negative = inhibition, % at 11.5 µM; actives 0.2% (n = 330,000); AID 504810;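 active = activity change below a set negative limit, meaning inhibition stronger than a set level, cut at about -70% in these data; inconclusive = activity change between two set negative limits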; note: % is set by controls: 0 for no effect and ±100 for the full control effect
#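 Read-out is FRET at 665 nm (cryptate excitation 337 nm) from a cryptate-tagged anti-cAMP antibody, competed by cell cAMP against cAMP-d2. Compounds are tested on freshly harvested TSHR cells challenged with 4nM TSH (EC80) for 2 hours at 37 deg C.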
# An asterisk follows results filed as active; ? = inconclusive; . = not tested or not shown; [ ] = dose if it differs, or a comment. Unless noted, calls come from the whole dose curve; as a rule, active = well fitted curve in the direction sought with a large enough effect; inconclusive = small, poorly fitted or top-dose-only effect, or another doubt; inactive = no such curve, though single readings can be large; an effect the other way counts as inactive or inconclusive.
Compound	Menin MLL FP TR	a7 integrin act	MLL CXXC-DNA inh	ASM inhibitor	TSG101-PTAP inh	MBNL1-CUG inh	TCR activator	AT treatment	Mito fusion yeast	TSHR antag
Cc1ccc2nc(NC(=O)C3CCN(S(=O)(=O)c4cccnc4)CC3)sc2c1	9%[11.7 µM]	-19%	-1%	-12%	-7%	6%	-34%	-3%	0%	-12
CC(=O)c1sc(NC(=O)CSC(C)C(=O)Nc2cc(C)on2)nc1-c1ccccc1 (stereo not drawn)	.	0%	.	-3%	2%	.	1%	3%	0%	4
O=C(Cc1csc(Nc2nc(=S)[nH]c3ccccc23)n1)NCCCN1CCN(c2ccccc2F)CC1	9%	-30%[inhibitor]	6%	4%	2%	11%	-1%	18%	6%	1
O=C1CCC(=O)N1c1ccc(S(=O)(=O)N2CCCC2)cc1	5%	?	-5%	2%	-5%	8%	3%	-2%	0%	-3
O=C(COc1ccccc1Cl)NC(=O)NC1CCCCC1	.	9%	.	-5%	3%	.	1%	9%	?	-3
Cc1ccccc1NS(=O)(=O)c1cccc(C(=O)Nc2cccc(C(=O)O)c2)c1	2%	26%	4%	3%	0%	-11%	14%	0%	-1%	-10
COc1ccccc1OCC(=O)NNC(=O)CSC(=S)N1CCCC1	.	-14%	.	5%	-3%	.	.	-4%	-4%	-17
CSc1ncccc1C(=O)OCc1ccc(C#N)cc1	-11%	7%	10%	1%	-2%	0%	-4%	0%	2%	12
COC(=O)NC1CCS(=O)(=O)C1 (stereo not drawn)	-2%	38%	1%	6%	0%	6%	0%[46.1 µM]	-2%	-4%	3
CCN(C(=O)CSc1nnc(NCCOC)s1)c1c(N)n(Cc2ccccc2)c(=O)[nH]c1=O	.	6%	.	1%	1%	.	-1%	.	.	.
CCc1c(C)sc(NC(=O)c2cnn3cccnc23)c1C#N	20%	18%	0%	-2%	2%	0%	-1%	-4%	1%	7
COC(=O)c1cc(C(=O)Nc2ccc(Cl)cn2)cc([N+](=O)[O-])c1	?	0%	-2%	-1%	0%	?	-4%	-1%	2%	-3
O=C(c1ccc(Cl)c(S(=O)(=O)N2CCCCC2)c1)N1CCCC1	-20%	-11%	9%	.	-5%	?	4%	-2%	5%	?
COc1cccc(C(=O)NC2CCN(C(=O)N3c4ccccc4Sc4ccccc43)CC2)c1	8%	29%	1%	?	-5%	-14%	-2%	3%	?	-26
Cn1c(=O)oc2cc(S(=O)(=O)NCc3ccccn3)ccc21	-5%	-20%	-4%	2%	1%	-1%	5%	10%	1%	13
Cc1oc(-c2ccc(Cl)cc2)nc1CSCC(=O)NCCCN1CCOCC1	-12%	-1%	10%	-1%	0%	-12%	12%	-7%	-1%	-3
O=C(Nc1ccc(N2CCN(Cc3ccccc3F)CC2)cc1)c1ccccc1[N+](=O)[O-]	?	16%	16%	-6%	0%	7%	15%	-2%	1%	-5
CCOC(=O)C1C(=O)CC(C)(O)C(C(=O)OCC)C1c1cc(Br)ccc1OC (stereo not drawn)	-12%	-18%[7.66 µM]	15%	-5%	-4%	4%	-1%	-1%	1%	-6
Cc1ccc(N2CCN(Cc3ccccc3)CC2=O)c(C)c1	-11%	7%	1%	-2%	0%	-8%	3%	4%	1%	72
COc1ccccc1NS(=O)(=O)c1cccc(C(=O)NN=C2CCCCCC2)c1	0%	37%	7%	4%	-2%	.	-4%	-8%	-4%	7
CCCCCCn1c(NCC)nc2c1c(=O)[nH]c(=O)n2C	4%	9%	-4%	3%	-7%	0%	2%	-4%	-4%	9
CC(C)OCCCNC(=O)c1sc(=S)n(C)c1N	-9%[11.7 µM]	13%	0%	-4%	-6%	?	5%	16%	4%	-3
Nc1ccc(C(=O)N/N=C/c2cn(Cc3ccc(F)cc3)c3ccccc23)cc1	?	?	16%	-7%	-4%	3%	4%	-2%	0%	-1
CCCCC(=O)OCc1c(-c2cccc(OC)c2)ncc2ccccc12	.	-15%	.	-5%	0%	.	-1%	1%	25%	-18
Cc1ccnc(NC(=O)c2ccc([N+](=O)[O-])o2)c1	2%	-65%[inhibitor]	31%[activator]	8%	-8%	?	4%	10%	-16%	15
Cc1nnc(N/N=C/c2ccc([N+](=O)[O-])cc2)n1N	4%	33%	-1%	-2%	-1%	.	2%	7%	3%	14
Cc1cccc(Nc2nc(CC(=O)O)cs2)c1	-11%	13%	-2%	-3%	-7%	-1%	-7%	4%	-6%	-7
N#C/C(=C\c1ccc(Br)s1)C(=O)N1CCN(c2ccccc2)CC1	-2%	-9%	-7%	-9%	1%	-11%	-8%[46.1 µM]	-8%	0%	-5
COc1ccccc1CNCc1cc(Br)ccc1OC	?	-65%[inhibitor]	0%	0%	-4%	-4%	4%	2%	2%	-5
CN(C(=O)c1cccc(NC(=O)Cc2cccc(NC(=O)C3CCN(C(=O)c4ccccc4)CC3)c2)c1)C1CC1	.	-17%	.	3%	-1%	.	5%	.	.	.
Cc1noc(C)c1NC(=O)N(C)C[C@H]1Oc2ccc(NS(=O)(=O)c3ccc(F)cc3)cc2C(=O)N([C@H](C)CO)C[C@@H]1C	.	2%	.	5%	-1%	.	-18%	-2%	.	-8
O=c1c2[nH]c3ccc(F)cc3c2ncn1C1CCCCC1	0%[11.7 µM]	6%	1%	1%	-2%	-4%	-4%	-2%	-1%	-15
COc1ccc(C(=O)NCC(=O)OCC(=O)Nc2c(C)n(C)n(-c3ccccc3)c2=O)cc1	9%	-29%	6%	-2%	-6%	-2%	2%	4%	-1%	-1
COc1ccc(CC(=O)NCCS(=O)(=O)N2CCN(c3ccccc3OC)CC2)cc1	.	-15%	.	-2%	-2%	.	1%	-3%	2%	8
O=C(Nc1ncn[nH]1)c1cccc(F)c1	.	0%	.	5%	0%	.	-6%	11%	-4%	11
CCCNC(=O)CN1C(=O)NC(CCc2ccccc2)C1=O (stereo not drawn)	12%	5%	2%	-1%	-4%	-3%	8%	-15%	-7%	-3
CC(C)Cn1cc(C(=O)NCC2CCCO2)c2c3ccccc3n(C)c2c1=O (stereo not drawn)	7%	-9%[7.66 µM]	-10%	6%	-4%	22%	7%	?	-1%	-5
CCC1S/C(=N/N=C/c2ccco2)NC1=O (stereo not drawn)	3%	-8%	-1%	0%	-4%	6%	-1%[46.1 µM]	-9%	-4%	3
COc1ccc(OCCC(=O)OCC(=O)c2ccc[nH]2)cc1	3%	-30%	3%	2%	1%	3%	-33%	0%	-12%	-2
O=C(Nn1cnnc1)c1ccc(F)c(S(=O)(=O)N2CCCCC2)c1	-11%	-15%	-3%	2%	-3%	-2%	2%	-3%	-1%	8
Cc1ccnc(NC(=O)CS(=O)(=O)Cc2ccccc2)c1	0%	12%	6%	0%	-4%	-2%	0%	-1%	0%	14
Nc1ccc(Br)c2cccnc12	?	-11%	-12%	-1%	-4%	-4%	-18%	0%	9%	-11
O=C(O)c1c(NC(=O)c2cccc3ccccc23)sc2c1CCC2	3%	?	-20%	3%	4%	0%	1%	.	-3%	.
CCOc1ccc(NC(=O)N2CCc3ccccc3C2)cc1	10%	?	11%	1%	-1%	3%	-7%	8%	-1%	-12
COc1cc(C2CC(=O)Oc3c(C(CCN4CCN(c5ccccc5)CC4)c4ccc(N(C)C)cc4)c(OC)cc(OC)c32)cc(OC)c1OC (stereo not drawn)	-8%	4%	-1%	-3%	-2%	3%	7%	-23%	-7%	-7
CC(Sc1nnc(COc2ccccc2)n1-c1ccccc1)C(=O)O (stereo not drawn)	-12%	19%	7%	3%	-8%	-12%	-7%	-35%	2%	-2
CCOC(=O)C1CCN(C(=O)Nc2ccc(Cl)cc2Cl)CC1	-10%	-9%	-2%	4%	-9%	-4%	-3%	4%	9%	6
CCC1CCc2sc(C(=O)N(C)CC(=O)Nc3ccc(OC)cc3)cc2C1 (stereo not drawn)	.	-21%	.	-14%	-4%	.	-6%	0%	19%	2
CC12CCC(c3c(C(=O)Nc4nccs4)nn(-c4ccccc4)c31)C2(C)C (stereo not drawn)	15%	-57%[inhibitor]	-2%	-3%	0%	-4%	3%	.	?	11

# High-throughput results as filed in PubChem BioAssay.

# Only part of the results is shown; the hit share may differ from the screen's.
